# From PubChem BioAssay
# HSF1 activator = increases HSF-1 driven luciferase reporter signal; NIH3T3-HGL HSF-1 luciferase reporter, MG132, 8 h; 100% = twice DMSO control signal; activation, % at 9 µM; 1.7% of 300,000 active; AID 504408;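 active = mean replicate activation of at least 50% with a set share of replicates each reaching 50%; inconclusive = only one of those two conditions met; inactive = mean below 50% and too few replicates reaching it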;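 also: 0% = median of the neutral control wells and 100% = twice that signal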
# aSyn UTR inh = 5' untranslated region of α-synuclein, MLPCN primary screen | alpha-synuclein 5'UTR reporter, inhibitor activity | inhibition, % (tested at 7.5 µM) | 0.82% of 300,000 active | AID 1813; in the data active = inhibition above about 60%; inconclusive = no clear call, values can overlap the other calls;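 also: H4 neuroglioblastoma cells stably carrying SNCA 5'UTR luciferase fusion; 0% = DMSO wells and 100% = positive control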
# IEC-6 tox = counter-screen for KLF5 inhibitors: cytotoxicity in IEC-6 cells | inhibition, % at 5 µM | 0.78% of 290,000 active | IEC-6 cytotoxicity, luminescence viability | AID 1825; in the data active = inhibition above about 22%;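 also: 0% = plate median of test compound wells and 100% = cytotoxic reference compound wells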
# GSK3beta inhib = human GSK3beta kinase inhibition | activity score (negative = inhibition), % at 10 µM | AID 2097 | 0.038% of 300,000 active | GST-GSK3beta kinase, ADP-Glo luminescence, 60 min; stronger effect = lower value;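 active = more than half of replicate wells score below -50%, meaning over 50% inhibition versus plate controls; inconclusive = some replicates but at most half score below -50%; inactive = no replicate scores below -50%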;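 also: 0% = median DMSO wells and -100% = median GW8510 positive control wells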
# Target sequence (P49841 whole entry, looked up): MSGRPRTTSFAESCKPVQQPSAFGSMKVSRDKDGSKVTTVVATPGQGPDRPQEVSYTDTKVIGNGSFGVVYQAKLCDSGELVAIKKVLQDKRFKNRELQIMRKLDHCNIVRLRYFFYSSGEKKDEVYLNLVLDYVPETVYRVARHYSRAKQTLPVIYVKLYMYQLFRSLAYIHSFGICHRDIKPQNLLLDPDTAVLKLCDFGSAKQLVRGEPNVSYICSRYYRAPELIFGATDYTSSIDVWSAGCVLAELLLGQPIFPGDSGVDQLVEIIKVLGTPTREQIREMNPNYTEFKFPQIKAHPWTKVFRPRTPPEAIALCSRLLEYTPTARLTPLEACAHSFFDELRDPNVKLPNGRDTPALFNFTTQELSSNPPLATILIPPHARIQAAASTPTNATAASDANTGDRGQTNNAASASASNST
#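 Test system: GST-tagged human GSK3beta kinase, cell-free; evaluation: activity score scaled between in-plate DMSO and GW8510 controls; measured by: ADP-Glo luminescence; incubation: 60 min reaction, RT; benchmarks: DMSO and 20 µM GW8510; reagent: peptide substrate plus 25 µM ATP (final); medium: Tris/MgCl2 kinase buffer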
# Dyrk1A ADPGlo = inhibitors of rat Dyrk1A kinase; Q63470; ADP-Glo luminescence, NFATc1 peptide; inhibition, % at 12.5 µM; 0.43% of 310,000 active; in the data active = inhibition above about 50%;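 also: plate controls were vehicle with enzyme for no effect and no enzyme for full effect; many of its hits are not listed in these tables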
# KLF5 inh = kruppel-like factor 5 inhibition | DLD-1 KLF5 promoter-luciferase reporter, luminescence | inhibition, % at 5 µM | 0.23% of 290,000 active;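 active = inhibition above a per-plate limit of that plate's mean compound inhibition plus 3 SD, cut at about 60% in these data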;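 also: 0% = DMSO wells and 100% = LY294002 at 200 µM; higher means less KLF5 promoter-driven luciferase light; inactives centre near -14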
# HSF1 inh = HSF1 inhibition. NIH3T3-HGL HSE-luciferase, MG132-induced, luminescence 8 h; stronger effect = lower value. activity change, negative = inhibition, % at 7.5 µM (by protocol). 0.77% of 300,000 active. AID 2098;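 active = more than half of replicate wells show activity change below -50%, luminescence cut by over half; inconclusive = some wells, but at most half, below -50%; inactive = no replicate well below -50%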;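 also: luciferase reports HSF-1 transcriptional activity via heat shock element; 0% = median of DMSO wells and -100% = zero luminescence signal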
# HSP90 inh = blocks HSP90-mediated luciferase refolding in reticulocyte lysate; Rabbit reticulocyte lysate, luciferase refolding luminescence, 3 h; inhibition, % at 5.6 µM; 0.91% of 290,000 active;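 active = inhibition above the screen-wide mean plus 3 SD, computed separately per campaign, cut at about 16% in these data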;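 also: 0% = DMSO wells and 100% = 60 µM geldanamycin wells; inhibitors lower the luminescence because luciferase stays unfolded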
# GSK3 alpha inh = human GSK-3 alpha kinase inhibition | inhibition, % at 10 µM | ADP-Glo luminescence, 60 min | P49840 | 0.1% of 320,000 active;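 in the data active = inhibition above about 50%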;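 also: GST-tagged GSK-3 alpha with peptide substrate and 25 µM ATP; 0% = DMSO neutral wells and 100% = GW8510 positive control wells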
# Platelet DG rel = platelet dense granule release activity. human platelet-rich plasma, SFLLRN dense granule ATP release, luminescence. inhibition, %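 (compounds screened at 7.5 µM in platelet-rich plasma)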. 0.22% of 300,000 active;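 active = mean replicate score, as percent of positive control, at or above 50; inconclusive = mean below 50 but at least one replicate at or above 50; inactive = mean and every replicate below 50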
# Active calls of the source: *; u = inconclusive; x = not tested or not shown; & = joins results of further samples. Not all compounds are listed; the hit share may differ from the screen's.
SMILES,HSF1 activator,aSyn UTR inh,IEC-6 tox,GSK3beta inhib,Dyrk1A ADPGlo,KLF5 inh,HSF1 inh,HSP90 inh,GSK3 alpha inh,Platelet DG rel
CN1C(=O)c2cccc3c(S(=O)(=O)NCc4ccco4)ccc1c23,24,-6,6,-1,15,-24,7,1,-2,-1
O=C(Nc1cccnc1)c1ccccc1Oc1ccccc1,-6,-2,-2,-12,-1,-13,1,-1,1,-2
COc1ccc(CN2CCN(C(=O)CC(C)C)CC2)cc1OC,x,8,0,1,2,-32,x,1,-4,-2
Nc1cccc(-c2nc3ccc(N)cc3s2)c1,2,-20,18,0,4,-107,-5,20*,5,76*
CS(=O)(=O)N1N=C(c2ccccc2)CC1c1cccs1 (stereo unspecified),-1,-35,6,-6,0,-43,4,-1,0,-4
O=C(Nc1ccnn1C1CCN(C(=O)c2ccc(F)c(Cl)c2)CC1)C1CC1,-9,4,1,-2,-2,-16,-7,-2,0,-21
CN(C(=O)CSc1nnc(-c2cccc(F)c2)n1N)C1CCS(=O)(=O)C1 (stereo unspecified),-7,-21,2,2,2,-17,-4,1,-1,12
COC(=O)C1C(=O)C2=C(CC1C)NC(C)=C(C(=O)OC(C)C)C2c1ccc(OC)c(O)c1 (stereo unspecified),2,24,0,0,-1,-8,0,2,3,5
NC(=O)C1CCN(C(=O)CSc2ccccn2)CC1,-20,9,-6,3,-5,-4,-4,-3,-1,9
COc1ccc(-n2c(COc3ccc(Cl)cc3)nnc2SCc2ccc(C#N)cc2)cc1,18,14,-1,1,0,-28,22,2,-5,2
CCn1c(SCCOc2ccc(Cl)cc2)nnc1-c1cccs1,61*,12,-8,-1,0,-23,19,9,-2,0
CN(C)CCCN(C(=O)c1ccc(S(=O)(=O)N2CCc3ccccc32)cc1)c1nc2ccc(Cl)cc2s1,-42,u,-3,-1,3,-50,-26,16*,0,-8
CCN(CC)C(=S)SC1=CCS(=O)(=O)C1,-7,6,-1,1,1,-48,-2,6,2,-1
Fc1ccc(C2c3[nH]c4ccccc4c3CCN2CCCn2cccn2)cc1 (stereo unspecified),-8,4,-2,1,-9,3,-6,-2,0,-1
CC1CN(C(=S)SCC(=O)c2ccccc2)CC(C)O1 (stereo unspecified),1,-59,-12,0,-8,-4,0,2,-3,5
Cc1ccc(S(=O)(=O)Nc2ccc(Cl)cn2)cc1C,-15,12,3,x,-1,-7,-3,2,-4,12
Cc1cc(C)c(C)c(S(=O)(=O)N2CCN(C)CC2)c1C,-3,22,3,-2,2,1,-4,-3,-1,1
O=C(Nc1ccccc1C(=O)Nc1ccncc1)c1ccc([N+](=O)[O-])cc1,18,1,2,-2,2,-15,-3,5,0,2
C=CCNC(=O)c1onc(CSc2ccccc2)c1C(=O)NCC=C,-6,9,x,1,6,x,5,x,-1,0
O=[N+]([O-])c1ccc(C2=CSC3=NCCN23)cc1,-7,-12,x,-2,-1,x,4,x,-1,3
CC(C)c1onc(C(=O)N2CCOCC2)c1[N+](=O)[O-],17,15,1,0,4,-14,-4,-3,-2,1
C/C(=N\NC(=O)c1cc2c(s1)CCC(C)C2)c1cccnc1 (stereo unspecified),-6,-44,2,2,-1,-23,-1,5,10,10
CCCOn1c(OCC(C)C)nc2ccccc2c1=O,-5,22,-2,2,-1,-23,-2,-2,-1,-5
CCCN1CCC(=O)N([C@H](CSc2ccccc2)Cc2ccccc2)CC1,-59,-1,2,1,3,-22,-44,1,-1,6

# Exported with tabs: part of the list above
molecule	HSF1 activator	aSyn UTR inh	IEC-6 tox	GSK3beta inhib	Dyrk1A ADPGlo	KLF5 inh	HSF1 inh	HSP90 inh	GSK3 alpha inh	Platelet DG rel
C=CCNC(=O)c1onc(CSc2ccccc2)c1C(=O)NCC=C	-6	9	x	1	6	x	5	x	-1	0
O=[N+]([O-])c1ccc(C2=CSC3=NCCN23)cc1	-7	-12	x	-2	-1	x	4	x	-1	3

# Next compounds
SMILES,HSF1 activator,aSyn UTR inh,IEC-6 tox,GSK3beta inhib,Dyrk1A ADPGlo,KLF5 inh,HSF1 inh,HSP90 inh,GSK3 alpha inh,Platelet DG rel
C/C(CC(=O)Nc1cccc2c1CCCC2)=N\NC(=O)c1cccc2ccccc12,1,12,-8,1,-2,4,4,-3,-2,5
c1ccc(-c2nc3ccccc3s2)nc1,58*,-87&-39,1&-2,0&0,7&3,-134&-128,31&9,5&3,-1&-4,8&19
OCCCNc1ncnc2c1cnn2-c1ccc(Cl)cc1,-8,32,0,1,6,-70,-12,16*,3,0
Cc1ccc(-n2nc3c(=O)n(CCCC(=O)NCc4ccco4)nc(C)c3c2C)cc1,16,44,15,0,x,7,3,-1,0,-4

# By substructure, the compounds so far with a halogen.
SMILES,HSF1 activator,aSyn UTR inh,IEC-6 tox,GSK3beta inhib,Dyrk1A ADPGlo,KLF5 inh,HSF1 inh,HSP90 inh,GSK3 alpha inh,Platelet DG rel
O=C(Nc1ccnn1C1CCN(C(=O)c2ccc(F)c(Cl)c2)CC1)C1CC1,-9,4,1,-2,-2,-16,-7,-2,0,-21
CN(C(=O)CSc1nnc(-c2cccc(F)c2)n1N)C1CCS(=O)(=O)C1 (stereo unspecified),-7,-21,2,2,2,-17,-4,1,-1,12
COc1ccc(-n2c(COc3ccc(Cl)cc3)nnc2SCc2ccc(C#N)cc2)cc1,18,14,-1,1,0,-28,22,2,-5,2
CCn1c(SCCOc2ccc(Cl)cc2)nnc1-c1cccs1,61*,12,-8,-1,0,-23,19,9,-2,0
CN(C)CCCN(C(=O)c1ccc(S(=O)(=O)N2CCc3ccccc32)cc1)c1nc2ccc(Cl)cc2s1,-42,u,-3,-1,3,-50,-26,16*,0,-8
Fc1ccc(C2c3[nH]c4ccccc4c3CCN2CCCn2cccn2)cc1 (stereo unspecified),-8,4,-2,1,-9,3,-6,-2,0,-1
Cc1ccc(S(=O)(=O)Nc2ccc(Cl)cn2)cc1C,-15,12,3,x,-1,-7,-3,2,-4,12
OCCCNc1ncnc2c1cnn2-c1ccc(Cl)cc1,-8,32,0,1,6,-70,-12,16*,3,0
